D1 potentiator: Potentiators of Human D1 Dopamine Receptor: qHTS; D(1A) dopamine receptor (Homo sapiens), P21728; HEK293 TREx D1 cells, calcium flux, dopamine EC20 potentiation; potentiation, % at 10 µM; 0.036% of 360,000 active; AID 504651, 2011; in the data active means potentiation above about 30%; further: 0% is about no effect
Target sequence (P21728 whole entry, looked up): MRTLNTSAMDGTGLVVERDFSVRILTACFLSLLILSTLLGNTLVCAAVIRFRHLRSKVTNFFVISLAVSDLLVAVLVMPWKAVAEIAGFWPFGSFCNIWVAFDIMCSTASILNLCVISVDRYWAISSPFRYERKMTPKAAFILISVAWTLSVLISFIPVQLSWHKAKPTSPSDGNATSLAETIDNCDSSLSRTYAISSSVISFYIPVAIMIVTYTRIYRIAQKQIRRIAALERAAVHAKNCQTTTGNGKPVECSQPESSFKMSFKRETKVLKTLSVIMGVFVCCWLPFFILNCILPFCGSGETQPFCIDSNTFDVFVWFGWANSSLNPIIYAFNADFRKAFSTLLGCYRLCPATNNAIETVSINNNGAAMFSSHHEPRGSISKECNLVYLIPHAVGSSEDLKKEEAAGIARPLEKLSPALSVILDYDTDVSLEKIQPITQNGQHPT
D1 ag: Allosteric Agonists of the Human D1 Dopamine Receptor: qHTS; activation, % at 2 µM; HEK293 T-REx D1 cells, calcium flux, agonist mode; D(1A) dopamine receptor (Homo sapiens), P21728; 1% of 360,000 active; in the data active means activation above about 30%; further: 0% is about no effect
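Agonism was scored from calcium flux recorded over 180 s (1 read/s) after pintool compound addition, following a 10-cycle baseline. Cells were inducible force-coupled HEK293 TREx D1, plated overnight at 30 C and loaded with no-wash calcium dye.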
Vif-A3F inh: qHTS for Inhibitors of Vif-A3F Interactions: qHTS | 0.2% of 390,000 active | HeLa A3F-eYFP + Vif (tagged APOBEC3F with the HIV-1 protein that degrades it), YFP fluorescence increase | Potency, µM (top dose mostly 46.1 µM), for inactives: at the top dose activity, negative = active; further: potency means the concentration at half of the fitted maximal effect; % of control where 0% means no effect; nearly all actives have a fitted effect of over 65% in size
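HeLa cells stably expressing Vif plus C-terminally eYFP-tagged A3F were seeded, incubated overnight at 37 deg C, dosed with compound, incubated overnight again at 37 deg C. Yellow fluorescence (Ex 488/Em 500-530) reported blocked Vif-mediated A3F-eYFP degradation.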
D1 antag: Antagonist of Human D 1 Dopamine Receptor: qHTS. D(1A) dopamine receptor (Homo sapiens), P21728. HEK293 TREx D1 cells, calcium flux, dopamine EC80; hits give low values. activity change, negative = inhibition, % at 10 µM. 3.2% of 360,000 active. AID 504652, 2011; in the data active means activity change below about -30%; further: on the % scale 0 is the no-effect control and ±100 the full control effect
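Compound effects on dopamine-evoked calcium signalling were measured in tetracycline-induced HEK293 Trex D1 cells. Dopamine at EC80 followed a 180 s compound pre-read, and fluorescence was tracked kinetically for 180 s more.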
RXFP1 antag: qHTS Assay for Antagonists of the Relaxin Receptor RXFP1 | AID 1259400, 2018 | HEK293-RXFP1, relaxin-stimulated cAMP HTRF, 30 min; hits give low values | 0.59% of 350,000 active | activity change, negative = inhibition, % at 57.5 µM;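 active means activity change of -60% or lower, but not beyond a set lower limit; inconclusive means change between -60% and -40%, or beyond the set limit; inactive means change above -40%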; further: on the % scale 0 is the no-effect control and ±100 the full control effect
RXFP1 ag: qHTS Assay for Agonists of the Relaxin Receptor RXFP1 | HEK293T-RXFP1 cAMP TR-FRET, 30 min; response scale: percent of porcine relaxin response, buffer zero | Potency, µM (highest dose often 57.5 µM), inactives show at the highest dose activation, actives largely listed as activators | 0.3% of 370,000 active | AID 2676, 2010; further: potency means the concentration at half of the fitted maximal effect; on the % scale 0 is the no-effect control and ±100 the full control effect; nearly all actives have a fitted effect of over 60% in size; many of its hits are not listed in these tables
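Agonist response is measured as cAMP accumulation in an RXFP1-transfected HEK293T line under PDE4 inhibition. Values are scaled between buffer-only and 29 nM porcine relaxin, and EC50s come from standard Hill equation fits.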
Glioma ERSR ind: qHTS for Inducers of the Endoplasmic Reticulum Stress Response (ERSR) in Human Glioma: qHTS | U87-MG GRP78 promoter luciferase reporter, 16 h | Potency, µM, without a hit: top-dose activation, usual class: activators | 0.02% of 420,000 active | AID 602332, 2012; further: potency means the concentration at half of the fitted maximal effect; series mostly up to about 76 µM; % of control where 0% means no effect; nearly all actives have a fitted effect of over 35% in size
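Stably transfected U87-MG human glioma cells carrying a GRP78-based luminescent sensor were seeded at 1000 cells/well, pin-dosed with compounds and incubated 16 h. Luciferase reagent was then added, and end-point luminescence was read after 10 min at room temperature.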
D2 potentiator: HTS Assay for Positive Allosteric Modulators of the Human D2 Dopamine Receptor: Primary Screen for Potentiators; HEK293 T-REx D2, calcium flux, EC20 dopamine potentiation; AID 485347, 2010; 0.34% of 340,000 active; potentiation, % at 10 µM;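 active means potentiation over 3 SD above the plate norm, cut at about 30% in these data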; further: 0% is about no effect
Target sequence (P14416 whole entry, looked up): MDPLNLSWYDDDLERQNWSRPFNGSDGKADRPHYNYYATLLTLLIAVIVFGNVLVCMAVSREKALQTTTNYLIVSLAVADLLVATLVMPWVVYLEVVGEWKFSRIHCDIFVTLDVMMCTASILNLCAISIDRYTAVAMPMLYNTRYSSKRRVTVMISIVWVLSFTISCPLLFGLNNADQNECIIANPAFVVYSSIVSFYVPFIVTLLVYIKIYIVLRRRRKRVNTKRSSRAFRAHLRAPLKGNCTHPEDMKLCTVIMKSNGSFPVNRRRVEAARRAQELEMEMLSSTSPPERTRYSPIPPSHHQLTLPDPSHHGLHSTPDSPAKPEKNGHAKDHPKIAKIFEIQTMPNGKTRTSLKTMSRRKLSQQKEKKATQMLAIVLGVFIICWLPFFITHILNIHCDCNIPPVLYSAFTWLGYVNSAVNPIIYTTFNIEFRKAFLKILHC
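Using a no-wash calcium dye in inducible, force-coupled HEK293 Trex cells expressing D2, we tracked fluorescence each second for 180 s after compound, then for 180 s after EC20 dopamine to detect augmented signalling.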
Vif-A3G inh: qHTS for Inhibitors of Vif-A3G Interactions: qHTS; DNA dC->dU-editing enzyme APOBEC-3G (Homo sapiens), Q9HC16; HeLa A3G-eYFP + Vif (tagged APOBEC3G with the HIV-1 protein that degrades it), YFP fluorescence, overnight; Potency, µM (top dose mostly 46.1 µM), for inactives: top-dose activity, negative = active, hits mostly inhibitors; 0.076% of 410,000 active;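 further: potency means the concentration at half of the fitted maximal effect; on the % scale 0 is the no-effect control and ±100 the full control effect; nearly all actives have a fitted effect of over 60% in size; hits raise eYFP signal because A3G escapes Vif-driven loss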
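HeLa cells stably expressing Vif and C-terminally eYFP-tagged A3G, seeded overnight at 37 deg C, then exposed to compound by pintool overnight at 37 deg C. Rise in yellow fluorescence (Ex 488/Em 500-530, Acumen) marks blocked Vif-driven A3G degradation.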
An asterisk follows results filed as active; ? = inconclusive; . = not tested or not shown. Unless noted, the call rests on the fitted dose curve; in most records, active means well fitted curve in the direction sought with a large enough effect; inconclusive means small, poorly fitted or top-dose-only effect, or another doubt; inactive means no such curve, though single readings can be large; an effect the other way counts as inactive or inconclusive. Not all compounds are listed. The share of hits here may be higher or lower than overall.

1. NC(=S)NN=C(c1ccc(F)cc1)C1CC1
2. COc1cc(C2SC[C@H]3C(=O)N(c4ccccc4)C(=O)N23)cc(OC)c1OC (some centres not stated)
3. CC(C)c1ccc(NC2CCCN(C(=O)c3ccnn3C)C2)cc1 (configuration not stated)
4. Cc1ccc(S(=O)(=O)N(Cc2cccc(F)c2)C(=O)N2CCN(C)CC2)cc1
5. COC(=O)c1[nH]cnc1C(=O)c1ccccc1
6. O=S1(=O)c2ccccc2N(Cc2ccccc2F)c2ccccc21
7. CCOC(=O)CN1C(=O)S/C(=C/c2cc(C)n(-c3ccccn3)c2C)C1=O
8. COCC(=O)c1[nH]c2ccccc2c1C
Compound	1	2	3	4	5	6	7	8
D1 potentiator	.	-2	-6	-2	-4	-4	-5	1
D1 ag	.	0	3	1	2	13	3	0
Vif-A3F inh	4%	-6%	3%	3%	.	-9%	-7%	-1%
D1 antag	.	-10	-5	-4	2	3	10	-6
RXFP1 antag	0	.	-10	4	-18	-11	-4	4
RXFP1 ag	.	-0.6%	-3.6%	1.0%	1.9%	-0.2%	0.2%	1.4%
Glioma ERSR ind	-3%	-2%	-3%	-3%	-13%	-3%	-2%	-2%
D2 potentiator	.	-1	-6	5	2	.	9	.
Vif-A3G inh	-1%	3%	2%	1%	5%	-9%	0%	0%

9. CCOc1ccccc1-c1cc(-c2ccccc2)nc2c1c(=O)n(C)c(=O)n2C
10. CC(=O)NC(c1ccco1)c1ccc2cccnc2c1O (configuration not stated)
11. O=S(=O)(Nc1cccnc1)c1cc(Cl)ccc1Cl
12. CCN1C(=O)c2ccccc2S(=O)c2ccc(C(=O)N3CCN(c4cc(Cl)ccc4C)CC3)cc21 (configuration not stated)
13. CC1(C)C(=O)N(CC(=O)Nc2ccc(Br)cc2F)c2ccccc21
14. Cc1cc(C(=O)NNC(=O)CN2C(=O)NC3(CCCCC3)C2=O)c(C)o1
15. Cc1ccc(N2CC(C(=O)Nc3ccc(S(=O)(=O)NCC4CCCO4)cc3)CC2=O)cc1C (configuration not stated)
16. O=C1CN(C(=O)CNCc2ccccc2Cl)c2ccccc2N1
Compound	9	10	11	12	13	14	15	16
D1 potentiator	-2	-10	-12	-5	-3	-4	-2	-5
D1 ag	0	3	-1	4	0	1	1	2
Vif-A3F inh	5%	-10%	-2%	-2%	3%	1%	2%	1%
D1 antag	-3	1	14	-16	-2	-23	0	-9
RXFP1 antag	10	9	-3	.	-7	-6	-15	-1
RXFP1 ag	0.3%	1.8%	1.1%	-1.0%	-0.3%	-0.3%	2.3%	2.4%
Glioma ERSR ind	0%	-2%	-4%	-2%	2%	1%	-2%	0%
D2 potentiator	-8	-3	4	7	-4	.	-13	-3
Vif-A3G inh	1%	?	1%	-8%	4%	2%	3%	1%

17. Nc1ccc2c(c1)C(=O)c1cc(Cl)c(Cl)cc1-2
18. COc1cccc(Oc2ccc(C(F)(F)F)cc2NC(=O)c2cccc(F)c2)c1
19. CN1CCN(C(=O)c2ccc(-c3ccc(Br)cc3)o2)CC1
20. CCOC(=O)c1[nH]c(C)c(C(=O)Nc2cc(Cl)ccc2C)c1C
21. Cc1noc(/C=C/c2nn(C)cc2Cl)c1[N+](=O)[O-]
22. CC(=O)NC1CC2CCCC(C1)N2C(=O)Nc1cccc(C(C)=O)c1 (configuration not stated)
23. N#CCCn1cc(/C=C(\C#N)c2nc3ccccc3s2)c(-c2ccc(F)cc2)n1
24. O=C(CCC(=O)N1CCCCC1)Nc1ccc(Cl)c(Cl)c1
Compound	17	18	19	20	21	22	23	24
D1 potentiator	.	-4	.	-4	-1	.	-2	0
D1 ag	.	14	.	-3	1	.	3	3
Vif-A3F inh	-7%	-10%	-11%	-17%	4%	8%	-23%	-3%
D1 antag	.	5	.	17	-12	.	0	8
RXFP1 antag	-6	-11	-12	-13	6	12	12	-11
RXFP1 ag	.	0.2%	.	1.7%	0.3%	.	19%	-1.7%
Glioma ERSR ind	2%	-6%	4%	-3%	-10%	-2%	-7%	-4%
D2 potentiator	.	-5	.	-16	-1	.	11	-15
Vif-A3G inh	-1%	-7%	-4%	-46%	?	2%	0%	-2%

4 compounds out of the list above, arranged by their value in D1 antag, largest number first.
entry | smiles | D1 potentiator | D1 ag | D1 antag | RXFP1 antag | RXFP1 ag | D2 potentiator
20 | CCOC(=O)c1[nH]c(C)c(C(=O)Nc2cc(Cl)ccc2C)c1C | -4 | -3 | 17 | -13 | 1.7% | -16
24 | O=C(CCC(=O)N1CCCCC1)Nc1ccc(Cl)c(Cl)c1 | 0 | 3 | 8 | -11 | -1.7% | -15
23 | N#CCCn1cc(/C=C(\C#N)c2nc3ccccc3s2)c(-c2ccc(F)cc2)n1 | -2 | 3 | 0 | 12 | 19% | 11
21 | Cc1noc(/C=C/c2nn(C)cc2Cl)c1[N+](=O)[O-] | -1 | 1 | -12 | 6 | 0.3% | -1

Random excerpt: two entries already listed.
18. COc1cccc(Oc2ccc(C(F)(F)F)cc2NC(=O)c2cccc(F)c2)c1
17. Nc1ccc2c(c1)C(=O)c1cc(Cl)c(Cl)cc1-2
Compound	18	17
D1 potentiator	-4	.
D1 ag	14	.
Vif-A3F inh	-10%	-7%
D1 antag	5	.
RXFP1 antag	-11	-6
RXFP1 ag	0.2%	.
Glioma ERSR ind	-6%	2%
D2 potentiator	-5	.
Vif-A3G inh	-7%	-1%

More structures follow:
25. O=C(CCS(=O)(=O)c1ccccc1)Nc1ccc2c(c1)C(=O)NC2=O
26. CC(Sc1nnnn1C1CC1)C(=O)N1CC(=O)Nc2ccccc21 (configuration not stated)
27. CCOc1ccccc1NC(=O)c1c(NC(=O)c2ccccc2C)sc2c1CCC(C)C2 (configuration not stated)
28. Cc1nc2ccccc2c(=O)n1/N=C/c1ccc2ccccc2c1O
29. Cc1ccc(NC(=S)NC(=O)c2ccc(Br)o2)c(C)c1
30. N#Cc1c(-c2ccc(F)cc2)nc2n(c1=O)CCS2
31. O=C(Nc1c2c(nc3ccccc13)CCCC2)c1ccccc1Br
32. O=C(NCCCN1CCN(c2ccc(F)cc2)CC1)c1cc2c(Cl)nc3ccccc3c2s1
Compound	25	26	27	28	29	30	31	32
D1 potentiator	-2	-3	2	4	0	-2	-4	-3
D1 ag	3	1	2	14	10	2	4	-1
Vif-A3F inh	-5%	-10%	-9%	11%	?	5%	3%	6%
D1 antag	1	-32*	6	3	-29	-1	-18	-9
RXFP1 antag	-17	5	-17	-6	-10	17	5	.
RXFP1 ag	6.0%	-0.3%	12%	1.5%	0.0%	2.2%	2.8%	?
Glioma ERSR ind	-3%	-1%	0%	-7%	-1%	0%	-2%	-1%
D2 potentiator	-13	-1	2	12	-9	1	-2	.
Vif-A3G inh	0%	0%	-3%	-4%	-5%	-1%	-6%	-3%

33. CCC(=O)Oc1ccc(C2NC(=O)c3ccccc3O2)cc1OC (configuration not stated)
34. COc1ccccc1NC1CCCCC1NS(=O)(=O)c1ccc(C)cc1 (configuration not stated)
35. O=C(/C=C/c1cccs1)c1cc(F)ccc1OC(=O)N1CCOCC1
36. c1ccc2c(c1)OCCOCCOc1ccccc1OCCOCCO2
37. COc1cc(-c2nc3n(n2)C(c2ccncc2)C(C(N)=O)=C(C)N3)cc(OC)c1OC (configuration not stated)
38. COc1cccc(CNC(=O)CSc2nc3c(oc4ccccc43)c(=O)n2CC2CCCO2)c1 (configuration not stated)
39. CCOc1ccc(S(=O)(=O)N2CCCCC2)cc1NC(=O)CN1C(=O)NC(C)(c2ccccc2)C1=O (configuration not stated)
40. CC(Sc1ccc(Cl)cc1)C(=O)NCc1ccc2c(c1)OCO2 (configuration not stated)
Compound	33	34	35	36	37	38	39	40
D1 potentiator	-1	-3	.	-1	-1	-6	-7	3
D1 ag	7	3	.	0	1	3	5	-1
Vif-A3F inh	8%	12%	0%	12%	-12%	-11%	-22%	2%
D1 antag	-14	-11	.	6	-6	-21	-1	10
RXFP1 antag	-6	?	2	-6	-4	-2	9	-9
RXFP1 ag	-1.0%	0.9%	.	-0.5%	-0.4%	1.6%	0.6%	-0.1%
Glioma ERSR ind	-6%	-5%	-6%	-2%	-6%	-2%	-2%	-1%
D2 potentiator	9	-4	.	3	-2	.	1	3
Vif-A3G inh	2%	2%	3%	2%	0%	-3%	-7%	-1%

41. NC(=O)C1(Nc2ccc(-c3ccccc3)cc2)CCCC1
42. O=C1N(c2ccccc2C(F)(F)F)OC1(Cc1ccccc1)c1ccccc1 (configuration not stated)
43. COc1ccc(Cl)cc1C(=O)Nc1ccc2nc3n(c(=O)c2c1)CCCC3
44. COCCCNC(=O)C(C)N1c2cccc3cccc(c23)S1(=O)=O (configuration not stated)
Compound	41	42	43	44
D1 potentiator	.	0	-1	-5
D1 ag	.	1	0	4
Vif-A3F inh	-14%	-1%	12%	-4%
D1 antag	.	-21	5	1
RXFP1 antag	-7	.	-12	-15
RXFP1 ag	.	1.3%	-2.1%	0.6%
Glioma ERSR ind	0%	4%	-4%	-4%
D2 potentiator	.	11	8	-4
Vif-A3G inh	-7%	-8%	3%	-2%

Screening data as filed in PubChem BioAssay.
